CRFR2-BP antag: CRF-BP/CRF-R2 complex antagonism. HEK293 CRF-R2/CRF-BP, CRF-induced calcium fluorescence. inhibition, % at 11.8 µM. 350,000 compounds, 0.59% hits. AID 588475;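 active = inhibition of the ligand-induced calcium signal above about 50% at the single tested concentration, limit read from the data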
CHRM1 PAM: human CHRM1 positive allosteric modulation | P11229 | CHO-K1 hM1, Fluo-8 calcium fluorescence, ACh EC20; 0% = ACh EC20, 100% = maximal ACh | activation, % at 3 µM | 360,000 compounds, 0.088% hits; in the data active = activation above about 19%, passing the limit was not always enough
Target sequence (P11229 whole entry, looked up): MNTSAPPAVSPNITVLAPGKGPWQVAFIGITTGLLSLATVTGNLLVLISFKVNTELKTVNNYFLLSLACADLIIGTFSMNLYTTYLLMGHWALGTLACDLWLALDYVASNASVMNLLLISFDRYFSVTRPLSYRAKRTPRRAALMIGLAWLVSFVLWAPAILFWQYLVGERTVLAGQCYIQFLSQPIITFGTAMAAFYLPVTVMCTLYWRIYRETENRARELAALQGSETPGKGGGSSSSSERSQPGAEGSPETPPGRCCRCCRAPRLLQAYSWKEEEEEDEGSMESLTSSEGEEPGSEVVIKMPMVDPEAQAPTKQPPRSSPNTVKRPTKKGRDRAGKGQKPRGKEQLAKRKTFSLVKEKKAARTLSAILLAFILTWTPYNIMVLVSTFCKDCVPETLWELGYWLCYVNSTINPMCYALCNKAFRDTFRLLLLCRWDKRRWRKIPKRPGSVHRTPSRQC
CHRM4 PAM: CHRM4 positive allosteric modulation | 360,000 compounds, 0.4% hits | CHO-K1 hM4/Gqi5, Fluo-8 calcium fluorescence, ACh EC20; 0% = ACh EC20, 100% = maximal ACh | AID 624126 | activation, % at 3 µM;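 active = activation above its plate's cutoff, the mean activation of sample wells plus 3 SD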; note: some results filed as inactive read as strong as hits
Target sequence (P08173 whole entry, looked up): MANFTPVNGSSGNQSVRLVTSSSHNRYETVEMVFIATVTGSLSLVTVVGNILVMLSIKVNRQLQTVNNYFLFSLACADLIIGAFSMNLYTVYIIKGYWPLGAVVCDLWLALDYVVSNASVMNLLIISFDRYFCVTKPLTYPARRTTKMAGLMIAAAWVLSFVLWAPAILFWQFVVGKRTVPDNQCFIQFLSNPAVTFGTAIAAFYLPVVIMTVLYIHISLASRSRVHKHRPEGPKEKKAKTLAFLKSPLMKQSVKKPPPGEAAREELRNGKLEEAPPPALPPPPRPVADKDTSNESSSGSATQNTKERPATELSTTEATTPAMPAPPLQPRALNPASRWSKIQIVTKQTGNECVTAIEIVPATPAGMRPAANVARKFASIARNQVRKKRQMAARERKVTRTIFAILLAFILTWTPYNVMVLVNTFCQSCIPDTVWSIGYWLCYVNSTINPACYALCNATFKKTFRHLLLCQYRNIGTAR
M5 PAM: potentiates acetylcholine response at human M5 receptor; P08912; AID 624038; 360,000 compounds, 0.3% hits; activation, % at 3 µM; CHO-K1 hM5, Fluo-8 calcium, ACh EC20 PAM; 0% = ACh EC20, 100% = ACh EC100;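 active = activation above the run cutoff, the mean activation of all test compounds plus 3 SD, cut at about 18% in these data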
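Replicates: One well per compound, no replicates | System: Human M5 receptor in CHO-K1 cells | Benchmarks: Low control EC20 acetylcholine (0%), high control EC100 acetylcholine (100%) | Probe or stimulus: Acetylcholine, EC20 level | Times: Fluo-8 loading 80 min at 37 °C plus 30 min room temperature | Signal: Intracellular calcium via Fluo-8 fluorescence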
CHRM5 antagonist: blocks acetylcholine activation of human M5 receptor. P08912. CHO-hM5 cells, Fluo-8 calcium fluorescence, ACh EC80. inhibition, % at 3 µM. 360,000 compounds, 0.59% hits;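 active = inhibition above a per-plate cutoff, the mean of that plate's test compounds plus 3 SD, cut at about 27% in these data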;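 note: 0% = acetylcholine EC80 with DMSO and 100% = DMSO without agonist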
M5 ag: agonists of human muscarinic M5 receptor (CHRM5) | P08912 | CHO-K1 hM5 cells, Fluo-8 calcium fluorescence; 0% DMSO wells, 100% maximal acetylcholine response | activation, % at 3 µM | 360,000 compounds, 0.19% hits;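 active = activation above the run's mean over test compounds plus 3 SD, cut at about 23% in these data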;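 note: signal is peak over basal fluorescence ratio across the kinetic read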
CHRM4 agonist: CHRM4 agonism in calcium assay | P08173 | CHO-K1 hM4/Gqi5, Fluo-8 calcium fluorescence; vehicle 0%, full acetylcholine response 100% | activation, % at 3 µM | 360,000 compounds, 0.14% hits | AID 624127;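 active = activation above the run mean over all test wells plus 3 SD, cut at about 32% in these data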;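 note: peak over basal fluorescence ratio per well then scaled between controls; 0% = DMSO wells and 100% = acetylcholine at EC100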
CRFR2-BP ag: agonists of human CRF-binding protein/CRF-R2 receptor complex; HEK293 CRF-R2/CRF-BP, calcium dye fluorescence (FLIPR); percent of saturating CRF peptide response; activation, % at 13.2 µM; 350,000 compounds, 0.46% hits; AID 588473;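 active = activation of at least 50%, plus an integration ratio under a set limit after plate pattern correction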;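 note: plate controls were neutral control wells without compound for no effect and CRF at EC100 for full effect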
M4 antag: antagonists of human muscarinic M4 receptor (CHRM4) | P08173 | CHO-hM4 cells, ACh EC80, Fluo-8 calcium fluorescence | inhibition, % at 3 µM | 360,000 compounds, 0.73% hits;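 active = inhibition above its plate's cutoff, the mean inhibition of sample wells plus 3 SD, cut at about 27% in these data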;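 note: 0% = acetylcholine EC80 with DMSO and 100% = DMSO without agonist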
Numbers without * were called inactive; nt = no result given.

SMILES	CRFR2-BP antag	CHRM1 PAM	CHRM4 PAM	M5 PAM	CHRM5 antagonist	M5 ag	CHRM4 agonist	CRFR2-BP ag	M4 antag
CCn1c(SCC(=O)c2ccccc2)nc2c(c1=O)SC(C)C2 (stereo not given)	-5	1	4	1	-9	0	6	-0.8	-26
COc1ccccc1OS(=O)(=O)c1ccc(NC(C)=O)cc1	-4	7	2	4	2	3	2	2.4	-4
Cn1c(=O)c2sccc2n2c(CCCC(=O)N3CCN(c4ccccn4)CC3)nnc12	4	1	3	0	2	-3	2	-0.1	-3
O=[N+]([O-])c1cccc(C(=NCc2ccccc2)NO)c1	2	11	-3	3	-2	4	0	-0.5	1
COc1ccccc1C(=O)N/N=C/c1c[nH]c2ccccc12	11	20	1	0	-6	-2	2	-0.6	-6
COc1ccccc1N1CCN(C(=O)c2cn(C)c3ccc(S(=O)(=O)N4CCOCC4)cc3c2=O)CC1	-3	13	6	6	-14	-3	1	-0.5	-8
CSc1ccc(CN2CCC(C)(Oc3ccccc3C)C2)cc1 (stereo not given)	nt	-10	-1	-4	9	-2	0	nt	-20
O=C(O)c1sc2cc(C(F)(F)F)cnc2c1-c1cccs1	14	-1	7	2	4	0	1	-0.2	0
COc1ccc(-c2cc(C(=O)N3CCN(c4ccc(F)cc4)CC3)no2)cc1OC	-4	6	-2	-6	16	-3	0	0.6	4
COc1cc([N+](=O)[O-])cc(/C=N/NC(=O)Cn2nc(C)cc2C)c1O	3	7	-9	-7	12	0	-1	-2.2	-2
COc1ccc(CCNC(=O)CCC(=O)N2CCOc3ccc(C)cc32)cc1OC	-45	1	-3	1	-5	0	2	-1.8	-8
O=C1O/C(=C/c2ccccc2)c2ccccc21	-25	3	2	-6	8	-2	2	-2.2	-7

Full records as entered above. Screens in order: CRFR2-BP antag | CHRM1 PAM | CHRM4 PAM | M5 PAM | CHRM5 antagonist | M5 ag | CHRM4 agonist | CRFR2-BP ag | M4 antag
COc1ccc(CCNC(=O)CCC(=O)N2CCOc3ccc(C)cc32)cc1OC reads -45 | 1 | -3 | 1 | -5 | 0 | 2 | -1.8 | -8
COc1ccc(-c2cc(C(=O)N3CCN(c4ccc(F)cc4)CC3)no2)cc1OC reads -4 | 6 | -2 | -6 | 16 | -3 | 0 | 0.6 | 4
COc1cc([N+](=O)[O-])cc(/C=N/NC(=O)Cn2nc(C)cc2C)c1O reads 3 | 7 | -9 | -7 | 12 | 0 | -1 | -2.2 | -2
CCn1c(SCC(=O)c2ccccc2)nc2c(c1=O)SC(C)C2 (stereo not given) reads -5 | 1 | 4 | 1 | -9 | 0 | 6 | -0.8 | -26
COc1ccccc1N1CCN(C(=O)c2cn(C)c3ccc(S(=O)(=O)N4CCOCC4)cc3c2=O)CC1 reads -3 | 13 | 6 | 6 | -14 | -3 | 1 | -0.5 | -8

More records follow.
SMILES	CRFR2-BP antag	CHRM1 PAM	CHRM4 PAM	M5 PAM	CHRM5 antagonist	M5 ag	CHRM4 agonist	CRFR2-BP ag	M4 antag
Cc1ccc(NC(=O)CNC(=O)C23CC4CC(CC(C4)C2)C3)nc1	6	2	-3	-2	6	2	1	-0.8	0
CCCCNS(=O)(=O)C1CCS(=O)(=O)C1 (stereo not given)	1	3	9	-5	2	-2	1	4.2	-7
CCN(CC)c1ccc(N=Cc2ccc([N+](=O)[O-])o2)cc1	-1	-4	-3	-2	6	2	0	-0.4	12
Cc1ccc(C(=O)N(Cc2cccnc2)Cc2cc3cc(C)ccc3n3nnnc23)cc1	-15	6	-1	-5	6	-3	1	0.6	-4
Cn1cccc1C(NC(=O)c1ccccc1)C(Cl)(Cl)Cl (stereo not given)	7	8	-2	-1	11	-4	1	-0.3	-6
O=C(COC(=O)c1ccccc1)NCc1ccco1	-14	11	21	5	-6	0	1	-3.7	6
Nc1nonc1-c1noc(CCCCCN2C(=O)c3ccccc3C2=O)n1	11	5	9	0	-8	0	1	-1.0	-5
O=C(Cc1cccc(NC(=O)C2CCN(C(=O)C3CCCCC3)CC2)c1)Nc1cccc(C(=O)N2CCCC2)c1	5	-10	-4	4	0	1	-2	-4.0	-3
COc1ccc(C(=O)NCCc2nnc3ccc(SCC(=O)Nc4ccccc4)nn23)cc1	-1	-2	-2	2	6	0	1	0.8	12
O=c1c2ccccc2cnn1-c1ccc(Br)cc1	-4	1	23	13	-12	-5	1	0.7	2
Cc1ccc(NC(=O)CCNC(=O)c2ccc(Cl)cc2)cc1C	-8	0	2	-4	-1	-1	3	-0.5	-11
CCNc1nc2c(c(=O)[nH]c(=O)n2C)n1CCCc1ccccc1	-3	8	1	0	8	1	1	1.8	2
Cn1c(N)c(C(=O)COC(=O)/C=C/c2ccccc2)c(=O)n(C)c1=O	-4	2	2	1	1	9	9	-2.2	-16
COC(=O)Cc1ccc(N(Cc2ccccc2F)S(=O)(=O)c2ccc(C)cc2)cc1	18	-3	-4	-5	0	-4	0	11	0
COc1ccc2ccccc2c1/C=N/n1cnnc1	8	18	4	-6	-1	-3	1	-1.1	-5
CCCCn1c(NC(C)CC)nc2c1c(=O)[nH]c(=O)n2C (stereo not given)	-10	2	3	18	9	-1	0	1.7	-13
COC(=O)c1cnc(Nc2ccc(Cl)cc2)c([N+](=O)[O-])c1	-3	9	-5	0	15	1	1	0.8	0
COc1ccccc1NNC(=O)c1cc(C(C)(C)C)nn1Cc1ccccc1	5	-12	-12	-16	16	-1	8	-0.9	11
COc1ccc(-c2cc(C(F)(F)F)nc(SCC(=O)NCc3cccs3)n2)cc1	4	5	13	2	-5	-1	0	1.3	-20
CCN1CCN(S(=O)(=O)c2ccc(Oc3ccccc3OC)cc2)CC1	17	5	1	-2	12	4	8	-1.4	-9
NNC(=O)c1sc(-c2ccccc2)cc1N	-13	5	-2	0	10	3	0	-1.3	-4
CC(C)Cc1[nH]c(=O)c(C#N)c2c1CCCC2	16	-8	-5	0	-5	2	1	-0.1	14
CCCCNC(=O)C1CCN(C(=O)C2CCN(S(=O)(=O)c3ccc(C)cc3)CC2)CC1	33	9	0	0	-5	-2	1	-0.8	5
CC(=O)NCCNC(=O)c1ccc(CSc2ccc(Cl)cc2)cc1	0	-1	1	-6	11	1	3	0.3	-4
Cc1ccc(OCCn2cnc3cc([N+](=O)[O-])ccc3c2=O)cc1	6	-10	-3	-10	5	2	8	0.4	-5
C[C@@H]1NC(=O)/C(=C\c2ccccc2Br)NC1=O	8	3	-5	-5	5	0	5	0.3	2
CC(C)c1ccc(NC(=O)c2ccc3c(c2)CCN3S(C)(=O)=O)cc1	-3	-7	-11	-11	23	-1	14	-0.6	7
CC(C(=O)Nc1ccc2c(c1)OCCO2)N(C)Cc1c(F)cccc1Cl (stereo not given)	13	1	1	-1	7	-6	-1	-1.1	-9
CCOC(=O)C1(Cc2ccccc2C(F)(F)F)CCN(C2CCCC2)CC1	-21	11	5	6	4	-1	3	-1.1	-6
COc1ccc(OC)c(CCNC(=O)Cc2ccc(NC(=O)C3=C(C)OCCS3)cc2)c1	3	-2	-7	-1	4	0	0	-2.4	3
CC(=O)Nc1ccc(NC(=O)c2cccc3c2-c2ccccc2C3=O)cc1	6	-3	-6	-3	10	5	3	-0.7	1
CC(C)n1c(O)c(/C=C2\C=NN=C2c2ccccc2)sc1=S	-10	-2	-11	-8	16	-1	-1	-0.8	-3
Cc1ccc(NC(=O)NCCCN2CCOCC2)cc1	-1	3	1	4	-3	-1	1	0.5	4
CCN(CC)c1ccc2c(c1)OC(N)=C(C#N)C2c1cccnc1 (stereo not given)	-183	-11	-2	-13	13	10	18	181*	5
COc1ccc(CCNC(=O)c2cc(=O)n(C)c(=O)n2C)cc1OC	8	0	-6	-2	18	1	0	0.3	7
CCOC(=O)c1[nH]ncc1CN1CCC(Cc2ccccc2)(C(=O)OCC)CC1	-8	6	6	6	-6	-5	3	2.6	2
CCSc1nnc(NC(=O)C(C)C)s1	-7	0	-3	-7	5	3	1	0.5	-3
O=C(Nc1ccc(F)c(Cl)c1)C1CCN(c2ncnc3c2nc2n3CCCCC2)CC1	5	11	-2	-3	9	-4	-2	-0.4	-6
CCC[C@H]1CN(c2ccc(OC)cc2)C(=O)[C@@H]1CC(=O)Nc1ccccc1	6	1	1	-4	11	0	4	-0.8	-6
Cc1cc(C(=O)Nc2cccc3ccccc23)oc1C	-23	3	4	-2	1	-1	0	-0.8	-10
CCOCCCN1C(=O)CN(C2CCC(C)CC2)C(=O)C1c1ccc(C)cc1 (stereo not given)	-22	5	0	0	-1	2	1	-4.4	-5
C/C(=C/C#N)Nc1ccc(C)cc1	4	4	-8	3	7	3	-1	-5.9	5
COc1ccc(Nc2oc(COc3cccc(C)c3)nc2C#N)cc1	-16	-4	-9	-7	2	-5	3	1.2	6
COc1ccc(-n2cc(CN3CCC(OC)CC3)c(-c3cccc(F)c3)n2)cc1	-41	9	-1	4	9	0	1	7.1	-3
CSCC[C@H](NS(=O)(=O)c1ccc(C)cc1)C(=O)N1CCC(C(=O)N[C@@H](C)C(=O)O)CC1	11	0	-2	1	1	1	1	0.7	0
CC1C2NC(=O)N(Cc3ccccc3)C1(C)Oc1ccccc12 (stereo not given)	-3	21	15	3	0	2	0	-1.4	6
Cc1cc(SCC(=O)OCC(=O)N(CCC#N)c2ccccc2)nc2ccccc12	3	-2	-5	-5	7	2	5	-0.6	-8
CC(=O)Nc1ccc(C(=O)NCC(c2ccco2)N(C)C)cc1 (stereo not given)	-18	2	2	-6	13	-2	1	-0.7	14
Cc1cc(Br)ccc1NC(=O)CN(C)C(=O)C1CCN(C(=O)c2ccc(F)cc2)CC1	6	5	5	-1	5	-1	1	0.0	9
CCOC(=O)c1cc(C)sc1NC(=O)CCC(=O)O	59*	7	3	-7	-2	3	0	4.7	4
O=S(=O)(Nc1ccc(NS(=O)(=O)c2ccccc2)c(Cl)c1)c1ccccc1	17	10	2	-11	-2	-9	0	-6.7	-7
N=C(N)SCc1ccc(Cl)c2ccccc12	12	-11	2	-5	4	-3	14	9.7	-3
COc1ccc(NC(=O)C2CCCN(C(=O)Nc3ccc(OC)cc3)C2)cc1 (stereo not given)	8	0	-6	-2	16	0	0	-1.8	0
Cc1ccc(C(=O)N(CC(=O)Nc2sc(C)c(C)c2C(N)=O)C2CCCC2)cc1	-1	4	-6	-4	7	5	21	-1.4	-1
CC(C)C(=O)N1CCN(c2ccccc2NC(=O)c2cccc3ccccc23)CC1	-7	4	-2	-6	14	-2	11	1.8	1
COC(=O)[C@@]12C[C@@H](CC(=O)NCCC(C)C)C(=O)N(Cc3cccc4ccccc34)C1=CCC(C)(C)C2	nt	nt	6	-5	1	-1	3	nt	-1
O=C1C=C(NCc2ccc(Cl)cc2)CC(c2ccco2)C1 (stereo not given)	6	5	0	6	7	-12	0	-1.0	-5
COc1ccc(OCCN2CCC(C(=O)NC(c3ccccc3)c3ccc4ccccc4n3)CC2)cc1 (stereo not given)	nt	-12	-2	-8	3	-2	7	nt	-19
CCOc1ccc(NC(=S)NCc2ccc3c(c2)OCO3)cc1	10	1	-11	-12	2	4	17	-1.1	10
Cc1ccccc1N1C(=S)NC2c3ccccc3OC1(C)C2C(=O)N(C)C (stereo not given)	-7	1	-10	-3	12	1	1	0.7	11
Cc1ccc2oc(=O)c3cnn(CC(=O)N(CCN(C)C)Cc4ccco4)c3c2c1	-6	3	7	-4	0	2	1	0.8	-8
COc1ccc(Cl)cc1NC(=O)Nc1cnccn1	-2	1	-2	0	5	-3	1	-1.2	4
O=[N+]([O-])c1ccc(C(=S)N2CCCC2)cc1	-4	1	2	7	4	0	1	1.6	1

Source: PubChem BioAssay
